Screening results from PubChem.
eIF4E 4G PPI – blocks eIF4E binding to eIF4G | 220,000 compounds, 0.37% hits | AID 782 | TR-FRET eIF4E-eIF4GI(517-606) binding, 2 h | P63073+Q04637 | inhibition, % at 21.7 µM;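 active = inhibition above about 30%, limit read from the data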;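 note: 0% = full FRET control wells and 100% = background wells lacking eIF4GI fragment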
Hck-Nef inh – inhibitors of human Hck kinase activated by Nef. P08631. Recombinant Hck-YEEI plus Nef, Z-Lyte FRET kinase assay. AID 463187. 220,000 compounds, 0.68% hits. inhibition, % at 20 µM;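 active = Hck-Nef kinase inhibition above about 50%, limit read from the data; inactive = inhibition below that limit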;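 note: 0% = DMSO with Hck plus Nef and 100% = Hck alone without Nef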
Target sequence (P08631 whole entry, looked up): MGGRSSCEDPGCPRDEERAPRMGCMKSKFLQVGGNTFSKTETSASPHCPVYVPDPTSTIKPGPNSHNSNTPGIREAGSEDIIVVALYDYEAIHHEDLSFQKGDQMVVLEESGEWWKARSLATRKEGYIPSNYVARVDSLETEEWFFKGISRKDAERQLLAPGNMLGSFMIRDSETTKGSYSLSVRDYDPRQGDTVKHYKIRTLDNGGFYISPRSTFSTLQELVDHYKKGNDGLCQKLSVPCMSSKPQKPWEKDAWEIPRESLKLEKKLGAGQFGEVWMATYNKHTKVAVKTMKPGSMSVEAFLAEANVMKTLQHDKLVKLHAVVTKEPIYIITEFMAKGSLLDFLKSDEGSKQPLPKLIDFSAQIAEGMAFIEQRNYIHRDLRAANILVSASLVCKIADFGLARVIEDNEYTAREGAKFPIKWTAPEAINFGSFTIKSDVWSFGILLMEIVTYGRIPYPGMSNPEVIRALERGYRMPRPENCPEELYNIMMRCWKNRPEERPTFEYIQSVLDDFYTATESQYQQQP
Rad51 HR inh – Rad51 (human) homologous recombination inhibition. 200,000 compounds, 0.085% hits. inhibition, % at 10 µM. hRad51 DNA strand exchange, fluorescence dequenching. AID 1385;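 active = inhibition above 40% at the single screening dose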;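 note: 0% = DMSO control wells and 100% = blanks with heterologous ssDNA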
Target sequence (Q06609 whole entry, looked up): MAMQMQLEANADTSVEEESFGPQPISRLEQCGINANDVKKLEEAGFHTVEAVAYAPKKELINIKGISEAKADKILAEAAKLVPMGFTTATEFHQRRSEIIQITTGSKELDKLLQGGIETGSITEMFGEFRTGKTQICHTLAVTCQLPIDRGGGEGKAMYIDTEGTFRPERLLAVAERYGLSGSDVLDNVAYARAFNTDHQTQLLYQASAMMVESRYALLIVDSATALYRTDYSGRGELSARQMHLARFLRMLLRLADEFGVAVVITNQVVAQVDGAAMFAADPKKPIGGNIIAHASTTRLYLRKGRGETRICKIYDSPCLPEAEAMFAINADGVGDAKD
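System: hRad51 filaments on single-stranded DNA; reagent: Fluorescein- and BHQ1-tagged 47-mer duplex; compound dosing: one concentration, 10 µM final; timing: filaments 15 min 37 °C, then compound 30 min; measured by: fluorescein emission 520 nm, excitation 485 nm; benchmarks: per-plate controls and blanks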
14-3-3 Bad PPI – disrupts binding of bovine 14-3-3 zeta to phospho-Bad peptide; TR-FRET 14-3-3zeta/Dy647-pBad peptide displacement, 1 h; inhibition, % at 21.7 µM; 220,000 compounds, 0.71% hits;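 active = inhibition above about 70%, limit read from the data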;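 note: 0% = full 14-3-3 plus peptide FRET controls and 100% = background without 14-3-3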
zVAD death inh – L929 zVAD cell death inhibition | 220,000 compounds, 0.38% hits | viability rescue, % at 10 µM | AID 1377 | L929 zVAD necroptosis rescue, ATP luminescence, 24 h; with zVAD 60 µM;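 active = activation, scaled between plate controls, above about 75%, limit read from the data; inactive = activation under that limit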;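 note: 0% = zVAD with DMSO and 100% = DMSO alone without zVAD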
PGE2 EP2 inh – blocks the human prostaglandin E2 receptor EP2. P43116. C6 glioma cells expressing human EP2, cAMP TR-FRET; cells stimulated with saturating PGE2. inhibition, % at 25 µM. 260,000 compounds, 0.52% hits. AID 1422;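 active = percent inhibition above 40 after rounding to a whole number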;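 note: rat C6 glioma host cells with rolipram phosphodiesterase inhibitor present; the protocol text gives 20 µM as final concentration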
Tb hexokinase – blocks Trypanosoma brucei hexokinase 1 activity. recombinant TbHK1, G6PDH-coupled NADH A340. inhibition, % at 10 µM. 220,000 compounds, 0.11% hits. AID 1430;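 active = inhibition of 50% or more in the single-dose primary screen; inactive = inhibition below 50%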
m-calpain inh – calpain II (pig) inhibition | purified calpain II, fluorogenic peptide substrate, 30 min | 220,000 compounds, 0.37% hits | AID 1236 | inhibition, % at 16 µM;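 active = inhibition above about 50%, limit read from the data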
EP2 modulator – modulates human prostaglandin E2 receptor EP2 signaling; EP2-expressing cells, cAMP HTRF FRET, PGE2 co-stimulation; P43116; 260,000 compounds, 0.83% hits; induction, % at 25 µM;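 active = compounds whose cAMP rise, as percent of the full-agonist control response, exceeds 60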;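 note: rat C6 glioma line stably carrying human EP2 under a CMV promoter; the protocol text gives 20 µM as final concentration; 100% = response of wells given 1 µM PGE2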
Starred values were filed as active, the others as inactive; . = no result given; & = joins results of further samples; [ ] = dose if it differs, or a comment.

The line under a structure holds: eIF4E 4G PPI, Hck-Nef inh, Rad51 HR inh, 14-3-3 Bad PPI, zVAD death inh, PGE2 EP2 inh, Tb hexokinase, m-calpain inh, EP2 modulator
Cc1cccc(N(CC(O)CN(C)C)S(=O)(=O)c2ccccc2)c1 (stereo not drawn)
    0, -1, -9, 14, 0.9, 12, -1, -12, 19
CN1C(C(=O)NCc2cccc(C(F)(F)F)c2)CC2Cn3c(nc4ccccc43)C21 (stereo not drawn)
    -9, 34, 0, -6, 0.8, 3, -10, -8, -6
Cc1[nH]c(=O)[nH]c(=O)c1NC(=O)c1cccs1
    4, 2, 0, -20, 1.2, 6, 1, -6, 7
COc1ccc(/C=C/C(=O)NC(C)C)cc1Br
    3, -1, 7, 6, 0.0, 4, -8, -7, -7
Cn1c(=O)n(C)c2cc(S(=O)(=O)O)ccc21
    8[fluorescence artefact?], 2, 0, 74*, 0.4, 9, 2, -19, 8
COCCNC(=O)c1ccc2c(=O)n(CCOC)c(=O)[nH]c2c1
    1, 5, -4, 85*, 0.9, 11, -7, -33, 0
O=C(O)C1CC(=O)N(C2CCCCC2)C1c1ccccc1 (stereo not drawn)
    2[fluorescence artefact?], -2, 4, 7[fluorescence artefact?], -0.3, 7, 3, -14, 39
Cc1cc2n(n1)C(c1ccc3c(c1)OCO3)Nc1ccccc1-2 (stereo not drawn)
    7, 1, 6, -13, -0.1, 0, -10, -199, 47
CCOc1ccc2[nH]c(=O)c(CN(CC3CCCN3CC)C(=O)NCc3ccccc3)cc2c1 (stereo not drawn)
    -4, -2, 3, 12, 1.2, 7, -13, -152, 5
Cc1nc(SCC(=O)c2ccccc2)c(C#N)c(-c2ccco2)c1C(=O)NCc1ccco1
    -5, -1, -1, -22, -0.7, 14, -4, -14, -12

Additional results follow.
The line under a structure holds: eIF4E 4G PPI, Hck-Nef inh, Rad51 HR inh, 14-3-3 Bad PPI, zVAD death inh, PGE2 EP2 inh, Tb hexokinase, m-calpain inh, EP2 modulator
CCOC(=O)c1c(-c2ccccc2)csc1NC(=O)CSc1ccccc1
    23, 7, 6, 7, 0.7, 4, 9, -3, 55
O=C(O)C(Cc1ccccc1)N=Cc1c(O)c2ccccc2oc1=O (stereo not drawn)
    -1, 14, -3, 5, 0.8, 10, -19, -3, 39
CSc1nc(Oc2ccc(=O)n(C)n2)nc(N(C)C)n1
    -7, 0, 7, 3[fluorescence artefact?], -0.1, 8, -1, -23, -9
O=C(CCc1nc2ccccc2s1)OCc1ccccc1F
    1[fluorescence artefact?], -1, 2, 2, -0.1, 6, -7, 19, -5
CS(=O)(=O)N(CC(=O)N1CCN(c2ccccc2)CC1)c1cc(C(F)(F)F)ccc1Cl
    11, -1, 3, 5, 0.6, 3, -6, -1, -7
CCN(CC)S(=O)(=O)c1ccc(NN=c2c(=O)c3ccccc3c2=O)cc1
    -5, 24, 0, 4, -0.1, 11, -5, 2, 19
CNC(=S)N1N=C(c2ccc(C)cc2)CC1c1ccc(OC)c(OC)c1 (stereo not drawn)
    -4, 2, ., 11[fluorescence artefact?], -1.3, 7, -31, -3, 27
CCOC(=O)CNC(=O)CN1C(=O)CCSc2ccccc21
    -1, -2, 2, 2, 0.9, 10, 0, -3, 48
CC(=O)Oc1ccc(-c2cccc(C(=O)OCC(=O)Nc3ccccc3Oc3ccccc3)c2)cc1
    6, 1, -4, -1, 0.3, 17, -8, 5, 11
COc1ccc2oc(=O)c(-c3nnc(NCc4ccco4)s3)cc2c1
    -56[fluorescence artefact?], 22, 0, 8[fluorescence artefact?], 0.1, 6, -7, -287, -23

(cont.)
The line under a structure holds: eIF4E 4G PPI, Hck-Nef inh, Rad51 HR inh, 14-3-3 Bad PPI, zVAD death inh, PGE2 EP2 inh, Tb hexokinase, m-calpain inh, EP2 modulator
Cc1ccccc1OCc1nc2c3cnn(C)c3ncn2n1
    2[fluorescence artefact?], 1, -5, 2, -0.4, 9, 2, -15, -20
O=C(CSc1nc(-c2ccco2)cc(C(F)(F)F)n1)N1CCSCC1
    -4, 7, 0, -5, -0.7, 10, -23, 37, 20
Cc1ccc(CC(=O)Nc2cccc(C#N)c2)cc1
    -3, 26, -5, -5, 1.7, 5, -1, -6, -63
Clc1cccc(N2CCN(Cc3nc(-c4ccccc4)no3)CC2)c1
    1, 18, -2, -3, 0.0, 7, 0, 13, -18
C/C(=N/OCO/N=C(/C)c1ccc(F)cc1)c1ccc(F)cc1
    -3, 0, 0, 3[fluorescence artefact?], -0.3, 10, -2, 7, 16
CCCOC(=O)Nc1ccc(N2CCCCC2)cc1
    7[fluorescence artefact?], 1, 3, -9[fluorescence artefact?], 0.1, 4, -3, -2, -10
COc1ccc(Cn2c(C)c(C)c(C#N)c2NC(=O)Nc2ccc(Cl)cc2)cc1
    3, -2, 0, -15, 0.0, 32, -10, -10, -3
Cc1cccc2cc(CNCC3CCCO3)c(Cl)nc12 (stereo not drawn)
    0, 15, 4, -10, 0.6, 10, -6, 1, -8
Cc1ccc(C(=O)NC(=S)N2CCN(C(=O)OC(C)(C)C)CC2)cc1Br
    0, 20, -32, -15, 1.2, 3, -12, -6, 0
CN(C)c1ccc(C(CC(=O)O)NC(=O)c2ccc(Cl)cc2)cc1 (stereo not drawn)
    ., -1, -17, ., -0.3, 10, 3, 7, -16

(further entries)
The line under a structure holds: eIF4E 4G PPI, Hck-Nef inh, Rad51 HR inh, 14-3-3 Bad PPI, zVAD death inh, PGE2 EP2 inh, Tb hexokinase, m-calpain inh, EP2 modulator
CCSc1nc2c(c(=O)[nH]c(=O)n2C)n1C
    6[fluorescence artefact?], -1, -5, 10, -0.3, 9, -1, -9, 39
COc1ccc(C)cc1N(CC(=O)O)S(=O)(=O)c1ccc(C)cc1
    5, 0, 2, -12, -0.5, 14, -1, 21, 10
CC(C)n1c(SCC(=O)Nc2ccccc2N2CCOCC2)nc2c1c(=O)n(C)c(=O)n2C
    -3, 0, 6, -5, 0.4, 16, -3, -16, 17
O=C(Nc1ccccc1Cl)C(Cl)C(=O)c1ccccc1 (stereo not drawn)
    0, 28, -12, -1, 72, 8, -6, -17, -39
CC(C)N(C(=O)CSc1nnc(CSc2ncccn2)n1C)C(C)C
    -1, 7, -1, -3, 0.4, 5, -3, -3, 27
Cc1ccccc1CSc1nnc(C)c(=O)n1N
    -4, -15, 4, -6, 1.0, 7, 1, 15, -15
Cc1c(Cl)c([N+](=O)[O-])nn1CCCC(=O)Nc1sc2c(c1C#N)CCC2
    -4, -1, -5, 3, -0.1, ., 1, -20, -3
COc1ccc(-c2cc(C(F)(F)F)nc(S(C)(=O)=O)n2)cc1OC
    0, 1, 7, 5, 35, 5, -34, -44, -6
Cc1ccc(C(=O)N2C(=O)c3cccc(N)c3C2=O)o1
    0, -1, -2, 4, 4.1, 14, -15, -52, -11
CCCCn1nnnc1SCC(=O)NCc1ccccc1
    -1, -21, 4, -12[fluorescence artefact?], 0.2, 6, 7, 18, -9

The results go on.
The line under a structure holds: eIF4E 4G PPI, Hck-Nef inh, Rad51 HR inh, 14-3-3 Bad PPI, zVAD death inh, PGE2 EP2 inh, Tb hexokinase, m-calpain inh, EP2 modulator
O=C(CSCc1ccccc1Cl)NNC(=O)c1ccccc1
    3[fluorescence artefact?], 0, -7, -9, 0.0, 2, 2, 12, -12
COc1ccc(/C=C/C(=O)NCc2ccc(F)cc2)cc1S(=O)(=O)N1CCOCC1
    -10, 19, -11, 0, 0.5, 3, -15, 11, -17
COCCN1C(=O)N(C)[C@@H](c2ccccc2)C(C(C)=O)=C1C
    -7, 27, -9, -10, 0.1, 4, -23, -6, -2
COCCN1C(=O)N[C@@H](c2ccc(Br)cc2)C(C(C)=O)=C1C
    -3, -1, -2, -4, 2.0, 8, -8, -13, 19
Cc1ccc(C(=O)Nc2cc(Cl)ccc2Oc2ccccc2)cc1[N+](=O)[O-]
    -2, 2, 2, -6, -0.2, 9, 1, 8, 21
CCN1CCN(c2ccc(NC(=O)COc3ccccc3Cl)cc2)CC1
    2, -22, -5, -16[fluorescence artefact?], 0.4, 7&6, 3, 1, -34&-23
CC/C(C)=N/Nc1nc2c(c(=O)[nH]c(=O)n2C)n1CCc1ccccc1
    9, 15, 1, -13, 4.5, 4, -3, -35, 29
CN(C)c1ccc(/C=N/Nc2ccc(-n3ccnc3)nn2)cc1
    -1[fluorescence artefact?], 7, 17, 19[fluorescence artefact?], 0.8, 9, -53, -9, 18
O=C(Nc1nonc1NC(=O)C1CCCCC1)C1CCCCC1
    -4, 1, 9, -7, -0.3, 10, -1, -8, 12
COc1ccccc1/C=C1\SC(=S)N(C(C(=O)O)c2ccccc2)C1=O (stereo not drawn)
    -4, 41, 6, -3, 0.8, 6, -12, 16, 28

(continued)
The line under a structure holds: eIF4E 4G PPI, Hck-Nef inh, Rad51 HR inh, 14-3-3 Bad PPI, zVAD death inh, PGE2 EP2 inh, Tb hexokinase, m-calpain inh, EP2 modulator
Cc1ccc(NC(=O)CSc2nc3c([nH]c4ccccc43)c(=O)n2C)cc1
    4, -12, 13, 2, 0.3, 3, -5, 25, -3
CCN(CC)C(=O)CSc1ccc(C(F)(F)F)cc1[N+](=O)[O-]
    1, 2, 8, 8[fluorescence artefact?], 0.8, 16, -2, -28, 16
Cc1nnc(NC(=O)CSc2nnc(-c3ccco3)o2)s1
    -3, 27, 4, -7, 1.4, 9&8, 0, -6, 14&27
CCOC(=O)N1CCN(Cc2cc(=O)oc3ccc4ccccc4c23)CC1
    -1, 0, -8, 3, -0.1, 9, -19, -12, 0
O=C1C=C(NC2CC2)C2(CCCCC2)O1
    -2, 0, 5, -9, 1.6, 7, -3, 19, 3
CCN(CC)C(=O)CCCSc1nnc(Nc2ccccc2F)s1
    6, 24, 27, -15, 5.6, 6, -2, -35, -36
COc1cccc(N(CC(=O)Nc2ccccc2C)S(C)(=O)=O)c1
    -10, 0, 1, 0, -0.3, 6, -6, -14, 10
COc1ccc(OC)c(NC(=O)Cn2c(CCC(=O)O)ccc2-c2ccc(C)cc2)c1
    -5, 6, ., -5, 0.3, 2, -13, -50, 7
CC(C)C[C@H](N)c1cn([C@@H](Cc2cc3ccccc3[nH]2)C(=O)N2CCNCC2)nn1
    -1, -2, -2, -3, 0.0, 6, -4, -15, -13
O=C(N/N=C\C=C\c1ccco1)C1COc2ccccc2O1 (stereo not drawn)
    -4, 24, ., 1, -0.8, 10, -92, -6, -40

7 entries from above, tab-delimited:
Structure	eIF4E 4G PPI	Hck-Nef inh	Rad51 HR inh	14-3-3 Bad PPI	zVAD death inh	PGE2 EP2 inh	Tb hexokinase	m-calpain inh	EP2 modulator
COc1ccccc1/C=C1\SC(=S)N(C(C(=O)O)c2ccccc2)C1=O (stereo not drawn)	-4	41	6	-3	0.8	6	-12	16	28
Cc1ccc(NC(=O)CSc2nc3c([nH]c4ccccc43)c(=O)n2C)cc1	4	-12	13	2	0.3	3	-5	25	-3
CCN(CC)C(=O)CSc1ccc(C(F)(F)F)cc1[N+](=O)[O-]	1	2	8	8[fluorescence artefact?]	0.8	16	-2	-28	16
Cc1nnc(NC(=O)CSc2nnc(-c3ccco3)o2)s1	-3	27	4	-7	1.4	9&8	0	-6	14&27
CCOC(=O)N1CCN(Cc2cc(=O)oc3ccc4ccccc4c23)CC1	-1	0	-8	3	-0.1	9	-19	-12	0
O=C1C=C(NC2CC2)C2(CCCCC2)O1	-2	0	5	-9	1.6	7	-3	19	3
CCN(CC)C(=O)CCCSc1nnc(Nc2ccccc2F)s1	6	24	27	-15	5.6	6	-2	-35	-36

A portion of the library; count on the stated rates, not on these rows.
